# CDK5 inh = CDK5/p35 (human) kinase inhibition. Q00535+Q15078. Recombinant CDK5/p35, ADP-Glo luminescence, 60 min. inhibition, % at 10 µM. 330,000 tested, 0.01% active. AID 488839;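 active = highest replicate inhibition of at least 50% and at least 75% of replicates reaching 50%; inconclusive = only one of the two criteria met; inactive = both criteria failed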;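 note: plate controls were DMSO neutral control for no effect and GW8510 at 10 µM for full effect; many of its hits are not listed in these tables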
# Target sequence (Q00535 whole entry, looked up): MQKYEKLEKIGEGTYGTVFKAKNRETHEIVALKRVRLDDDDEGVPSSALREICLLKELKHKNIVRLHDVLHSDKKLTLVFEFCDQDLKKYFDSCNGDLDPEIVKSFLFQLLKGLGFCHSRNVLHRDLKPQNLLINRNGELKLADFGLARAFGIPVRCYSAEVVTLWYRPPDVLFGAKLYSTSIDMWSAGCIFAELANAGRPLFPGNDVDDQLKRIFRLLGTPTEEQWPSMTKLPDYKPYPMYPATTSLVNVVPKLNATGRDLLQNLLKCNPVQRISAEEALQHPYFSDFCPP
# Target sequence (Q15078 whole entry, looked up): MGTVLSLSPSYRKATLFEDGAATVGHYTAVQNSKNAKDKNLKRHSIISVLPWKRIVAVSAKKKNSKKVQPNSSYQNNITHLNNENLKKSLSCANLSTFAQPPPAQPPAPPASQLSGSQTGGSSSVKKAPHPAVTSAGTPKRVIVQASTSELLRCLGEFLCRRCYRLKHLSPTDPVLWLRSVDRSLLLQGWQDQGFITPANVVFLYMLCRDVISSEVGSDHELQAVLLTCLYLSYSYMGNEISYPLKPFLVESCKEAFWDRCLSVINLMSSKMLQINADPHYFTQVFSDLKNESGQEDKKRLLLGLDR
# PvdQ inh = blocks Pseudomonas aeruginosa PvdQ acylase activity; purified PvdQ acylase, fluorescence plate reader; inhibition, % at 10 µM; 340,000 tested, 0.063% active; AID 488965; in the data active = inhibition above about 30%, passing the limit was not always enough; inconclusive = no clear call, values can overlap the other calls;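 note: 0% = vehicle neutral wells and 100% = reference inhibitor wells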
# RTF Ca sens inh = cardiac RTF calcium desensitization; P19429+P45379; IANBD-labeled cardiac RTF, Ca2+ fluorescence; inhibition, % at 7.15 µM; 340,000 tested, 0.12% active; AID 493244;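 active = inhibition above the mean inhibition of all tested compounds plus 3 SD, cut at about 17% in these data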;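 note: assay run at fixed EC70 calcium of 1.6 mM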
# NSD2 HMT inh = inhibitors of human histone methyltransferase NSD2. O96028. NSD2 peptide methylation, AlphaScreen, 120 min. inhibition, % at 12.5 µM. 310,000 tested, 0.54% active. AID 743445; in the data active = inhibition above about 50%
# Rtt109 HAT inh = blocks Candida albicans Rtt109/Vps75 acetyltransferase activity; Q5AAJ8; purified Rtt109/Vps75, ThioGlo CoA-SH fluorescence, 4 h; inhibition, % at 34.9 µM; 330,000 tested, 0.16% active;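 active = inhibition of at least 50% in every replicate; inconclusive = best replicate reaches 50% inhibition but some replicates fall short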
# Target sequence (Q5AAJ8 whole entry, looked up): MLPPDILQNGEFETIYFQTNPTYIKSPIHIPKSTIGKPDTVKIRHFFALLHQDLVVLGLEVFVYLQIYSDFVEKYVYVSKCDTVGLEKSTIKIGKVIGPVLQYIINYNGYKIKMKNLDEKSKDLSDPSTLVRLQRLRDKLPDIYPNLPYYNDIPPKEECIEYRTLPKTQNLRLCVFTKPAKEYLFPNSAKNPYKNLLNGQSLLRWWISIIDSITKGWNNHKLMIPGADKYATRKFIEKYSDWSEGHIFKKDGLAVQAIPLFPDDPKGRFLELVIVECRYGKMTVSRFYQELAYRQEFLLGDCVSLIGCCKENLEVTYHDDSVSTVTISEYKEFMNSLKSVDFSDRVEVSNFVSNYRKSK
# Keap1-Nrf2 PPI = inhibitors of human Keap1-Nrf2 protein-protein interaction. Keap1 Kelch-Nrf2 peptide fluorescence polarization, 1536-well. AID 504523. 340,000 tested, 0.15% active. Q14145. inhibition, % at 9.4 µM; in the data active = inhibition above about 12%; inconclusive = no clear call, values can overlap the other calls; inactive = below about 7.3%;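 note: human Keap1 Kelch domain with fluorescein labeled Nrf2 9mer peptide probe; 0% = neutral control wells and 100% = peptide positive control; higher means more block of Keap1 binding to Nrf2 peptide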
# SUMO Mot1 rescue = blocks SUMOylation pathway, rescuing yeast Mot1-301 growth; S. cerevisiae Mot1-301 growth rescue, ATP luminescence, 38.5C; percent above DMSO median, 100 means doubled; growth rescue, % at 18.8 µM; 320,000 tested, 1% active;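 active = every valid replicate shows activation above 250% relative to neutral control wells; inactive = the rest, any valid replicate at or below 250%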;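 note: OY570 slx delta 5 strain wells were the positive control but not used for scaling; some compounds called inactive have numbers as strong as hits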
# cardiac RTF act = cardiac RTF calcium sensitization; P19429+P45379; IANBD-labeled TnC RTF fluorescence at EC20 calcium; 0% EC20 calcium, 100% full calcium; activation, % at 7.2 µM; 340,000 tested, 0.24% active; AID 493008;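 active = activation above the mean over all tested compounds plus 3 SD, cut at about 30% in these data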;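 note: rise in fluorescence read as greater calcium sensitivity of cardiac thin filaments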
# PfHsp90 set2 = reduces growth (ATP signal) of yeast expressing P. falciparum Hsp90; S. cerevisiae expressing PfHsp90, BacTiter-Glo ATP, 48 h; yeast lacking PDR1 and PDR3 efflux regulators; inhibition, % at 9.4 µM; 310,000 tested, 0.32% active; AID 504621;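 active = every replicate shows inhibition above about 80%, whatever the replicate mean, limit read from the data; inconclusive = mean inhibition reaches the set limit but some replicate falls short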;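 note: 0% = DMSO neutral controls and 100% = 20 µM radicicol positive controls; yeast relying on Plasmodium falciparum Hsp90 in place of its own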
# dFosB act = activators of mouse delta FosB homodimer | P13346 | activation, % at 25 µM | purified delta FosB, TAMRA-CDK5 oligo fluorescence polarization; percent of positive-control signal above neutral wells | AID 493131 | 340,000 tested, 0.99% active;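 active = mean activation above about 17%, with every replicate also reaching it, limit read from the data, passing the limit was not always enough; inconclusive = only one of the two conditions met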;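 note: fluorescence polarization rise as delta FosB binds a TAMRA Cdk5 AP-1 oligo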
# C-LANA FP = inhibitors of KSHV LANA C-terminal domain DNA binding | MBP-C-LANA/FAM-LBS DNA binding, fluorescence polarization | inhibition, % at 9 µM | 340,000 tested, 0.078% active | AID 504423;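 active = highest replicate inhibition at or above 60% at 9 µM, even if other replicates fall short; inactive = all replicates below 60% inhibition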;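 note: 0% = neutral control wells and 100% = 4 µM acridine orange control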
# An asterisk follows results filed as active; i = inactive; ? = inconclusive; / = not tested or not shown; & = joins results of further samples.
# Each structure is followed by: CDK5 inh	PvdQ inh	RTF Ca sens inh	NSD2 HMT inh	Rtt109 HAT inh	Keap1-Nrf2 PPI	SUMO Mot1 rescue	cardiac RTF act	PfHsp90 set2	dFosB act	C-LANA FP
- COc1cc(OC)c(N(C)S(=O)(=O)c2cccc(C(=O)Nc3nnc(C4CC4)s3)c2)cc1Cl
    -1.1	-12	-3	-4	1	-3	10	2	4	63*	1.0
- COC(=O)C(NNc1ccccc1)(NC(=O)c1ccc(F)cc1)C(F)(F)F (stereo not given)
    -1.0	0	13	0	15	-1	-2	-5	-1	3	-3.4
- COc1ccc(S(=O)(=O)N(CCCN2CCOCC2)Cc2ccc(OC)c(OC)c2)cc1
    0.2	4	-10	-2	3	1	42	-5	-41	-14	-1.3
- CCCNC(=O)C(Cc1ccc(F)cc1)NC(=O)c1ccccc1 (stereo not given)
    -4.3	-22	-2	/	-7	-4	-20	4	-14	-1	1.3
- Cc1ccccc1NC(=O)CC1SCCNC1=O (stereo not given)
    0.9	-2	9	-2	4	3	-2	-4	/	-3	0.6
- O=c1c2ccccc2nnn1Cc1ccccc1
    1.6	12	1	-8	7	-1	112	-3	-40	0	-0.5
- O=C(Cn1cncn1)N/N=C/c1cccnc1
    -2.2	-4	1	-2	5	3	53	1	-9	-6	-3.1
- CC(=O)c1sc(NC(=O)c2cc(=O)c3ccccc3o2)nc1C
    0.1	-13	-20	-2	/	0	10	1	3	-1	-0.1
- Nc1ccc2c(c1)C(=O)N(c1cccc3ccccc13)C2=O
    0.6	-9	-2	-15	2	-2	35	3	13	-16	0.0
- C/C=C/c1ccc(OCCOc2ccc(C=O)cc2)c(OC)c1
    -0.6	-2	-1	0	6	2	0	6	8	4	1.2
- CCOCc1nnc(NC(=O)c2c(OC)cccc2OC)s1
    0.8	-4	-16	2	2	1	-8	4	-3	-1	0.0
- O=S(=O)(NCc1ccc2c(c1)OCO2)c1ccc2oc3ccccc3c2c1
    -2.2	5	-5	-3	5	3	18	0	/	15	0.2
- CCOC(=O)c1c(NCC2CCCO2)c2ccccc2[nH]c1=O (stereo not given)
    0.4	-6	2	-4	17	-7	-13	9	13	-7	-2.2
- COCCNC(=S)NNc1ccc(Cl)c(C(=O)O)c1
    2.5	-15	3	5	6	0	4	-1	-19	5	-8.6
- COc1ccc(OC)c(-c2nnc3n2N=C(c2ccc(OC)c(OC4CCOC4)c2)CS3)c1 (stereo not given)
    -4.3	-5	-2	/	6	-2	-9	2	-14	4	-2.2
- O=C1c2ccccc2NC(c2cn[nH]c2-c2ccccc2)N1O (stereo not given)
    1.6	-4	-10	1	-4	4	7	5	2	1	-0.8
- COCCCNc1nc(N)c([N+](=O)[O-])c(NCC2CCCO2)n1 (stereo not given)
    -0.3	-8	-4	-3	9	3	-23	-4	-4	2	0.4
- O=C(c1ccc(F)cc1)N1CCCC(c2nc(-c3ccncc3)no2)C1 (stereo not given)
    -0.2	-2	-1	/	-2	3	6	1	-7	2	-1.2
- COc1ccc(CCn2c(-c3cc([N+](=O)[O-])cc([N+](=O)[O-])c3)nc3nc4ccccc4nc32)cc1
    0.6	-6	4	3	3	0	15	-4	-11	-5	-1.1
- CN(Cc1cccc2ncccc12)C(=O)CC1C(=O)NCCN1Cc1ccc(F)cc1 (stereo not given)
    0.5	-12	-13	-3	0	-3	22	5	24	-4	0.3

# Each structure is followed by: CDK5 inh	PvdQ inh	RTF Ca sens inh	NSD2 HMT inh	Rtt109 HAT inh	Keap1-Nrf2 PPI	SUMO Mot1 rescue	cardiac RTF act	PfHsp90 set2	dFosB act	C-LANA FP
- Cc1ccc(S(=O)(=O)NC(C)(C)CSc2ncccn2)cc1
    -0.7	14	-3	-4	3	-4	-30	1	9	-8	0.0
- CC1C(=O)N2CCCc3cc(S(=O)(=O)N4CCN(c5cccc(Cl)c5)CC4)cc1c32 (stereo not given)
    1.0	-1	3	-2	4	2	27	-24	22	-2	0.9
- Cc1cc(C)nc(N/N=C/C=C/c2ccccc2)n1
    0.4	11	-2	-1	3	1	8	-6	-5	5	-1.3
- CC(Oc1ccc2c(-c3ccccc3)cc(=O)oc2c1)C(=O)NCC1CCC(C(=O)O)CC1 (stereo not given)
    -2.2&-2.4	-2&-10	-5&-2	/	0&-6	3&3	-2&-11	0&-3	-1&-11	-4&-10	-0.7&3.1
- Cn1c(SCC(N)=O)nnc1C1CCN(C(=O)NCc2ccccc2)CC1
    -4.3	-9	-7	0	6	-7	2	0	-39	-4	0.1
- Cc1c(C(=O)OCC[N+]2(C)CCCCC2)oc2ccccc12
    1.1	14	-5	-6	8	-4	162	-2	-9	-4	-2.6
- Cc1nn(C)cc1S(=O)(=O)Nc1ccccc1Br
    -0.8	-11	-3	-2	-3	4	6	-2	10	4	-0.9
- COc1ccccc1C1CC(=O)Nc2cc3c(cc21)OCCO3 (stereo not given)
    -0.8	-5	-18	/	-2	-9	7	4	2	-8	1.2
- O=C(O)C(c1ccccc1)C1(O)CCCC1 (stereo not given)
    0.4	-7	-5	3	-4	-4	4	7	-20	3	0.4
- Cc1cc(N2CCOCC2)n2ncc(-c3ccccc3Cl)c2n1
    -1.0	-15	-1	-4	-3	3	42	0	18	-3	0.7
- O=C(Cn1cnc2ccccc2c1=O)Nc1ccc(N2CCOCC2)cc1
    0.2	-15	-4	0	-2	-4	0	-1	/	-5	0.6
- Cc1nn(CC(=O)NCCc2ccc(Cl)cc2Cl)c(C)c1[N+](=O)[O-]
    -2.2	5	11	-2	4	-9	107	-8	4	0	-0.7
- CCOC(=O)c1sc(NC(=O)CCCCl)nc1C
    -0.7	-9	-8	-1	-5	-3	5	-4	-14	-12	0.8
- Cc1cccc(NC(=O)c2ccc(NCCO)c([N+](=O)[O-])c2)n1
    -0.6	5	2	/	2	-3	i	-1	-10	-4	1.3
- O=C(CCl)Nc1cn(-c2ccccc2)nc1-c1ccc(F)cc1
    1.2	6	4	-6	-13	2	8	-4	/	-8	-1.3
- Cc1oncc1C(=O)Nc1cccc2ccccc12
    -0.4	-2	-4	1	6	-2	/	-1	2	-2	-0.2
- c1ccc(COc2ccc(OCCCN3CCCC3)cc2)cc1
    0.1	-10	-6	3	3	-2	4	1	-23	-5	0.3
- Cc1ccccc1N1CCN(C2CCCN(C(=O)c3cnsn3)C2)CC1 (stereo not given)
    0.2	-14	-10	3	18	-3	-1	1	5	-10	-1.2
- CCN(CC)c1ccc(NC(=O)COc2ccc(C#N)cc2)cc1S(=O)(=O)Nc1ccc(OC)cc1
    0.6	-17	2	-2	-5	1	-9	-5	26	0	0.1
- CCOc1ccccc1-n1c(COc2ccccc2)nnc1SCC(N)=O
    2.5	-7	3	49	-2	-6	24	1	-13	7	-1.6

# Each structure is followed by: CDK5 inh	PvdQ inh	RTF Ca sens inh	NSD2 HMT inh	Rtt109 HAT inh	Keap1-Nrf2 PPI	SUMO Mot1 rescue	cardiac RTF act	PfHsp90 set2	dFosB act	C-LANA FP
- Cc1ccc(CN2CCN(CCC(C)C)C(CCO)C2)s1 (stereo not given)
    -0.5	14	9	1	0	0	5	-1	-5	7	-2.0
- COc1ccccc1NS(=O)(=O)c1cc(NC(=O)c2cnccn2)ccc1N1CCOCC1
    0.1	-16	-5	4	11	-5	8	2	-36	-3	-0.5
- CN(C)S(=O)(=O)c1ccc(S(=O)(=O)N(CC(=O)Nc2ccccc2)CC2CCCO2)cc1 (stereo not given)
    0.7	0	-1	-2	-4	-2	-2	-6	35	-2	-0.2
- Cn1c(=O)c2c(ncn2CCCc2ccccc2)n(C)c1=O
    -0.7	-10	4	2	2	-3	-2	-1	/	-5	-0.1
- O=C(Nc1ccc(C(=O)O)cc1)/C(=C\C=C\c1ccccc1)NC(=O)c1cccc(Br)c1
    -1.0	-2	-21	/	-5	-2	-7	0	-12	-18	1.7
- COCCCNC(=O)CC1C[C@H](C(=O)N2CCOCC2)[C@@]2(C)c3[nH]c4ccccc4c3CCN2C1=O (stereo not given in full)
    1.0	-3	0	/	0	6	-4	-4	9	1	1.0
- O=C(N=c1ccn(-c2nc3ccccc3nc2NS(=O)(=O)c2ccccc2)cc1)c1ccccc1Cl
    1.4	-1	-5	7	18	-10	-17	-2	-8	-8	6.5
- COc1ccc(N2CCN(C(=S)Nc3cccc(C)c3)CC2)cc1
    0.9	-3	-2	1	16	-5	23	0	-11	-2	0.0
- Cc1ccc(NC(=O)COC(=O)CN2CSCC2=O)cc1C
    -0.8	-3	-7	3	4	-2	7	-4	-2	3	-0.5
- O=C1CC(N2CCN(Cc3ccc4c(c3)OCO4)CC2)C(=O)N1c1cccc(Cl)c1 (stereo not given)
    0.3	-8	-10	4	-1	-4	76	4	-33	-8	-1.7
- CC(C)[C@@H](C(=O)N[C@@H](C(=O)O)c1ccccc1)N1C(=O)N2CCc3c([nH]c4ccccc34)[C@@]2(C)C1=O
    0.3	11	-2	/	-1	-2	11	1	8	-6	0.5
- COc1ccc(N2C(=O)c3ccccc3NC2c2ccc(OC)c(Cn3nnc4ccccc43)c2)cc1 (stereo not given)
    2.7	-1	-1	1	4	1	19	-3	-12	30*	-0.7
- COc1ccc(NC(=O)NC[C@@H]2CC[C@@H](Cc3ccc(-c4ccccc4)cc3)O2)cc1
    0.9	-14	-3	/	-10	-1	/	-2	5	?	0.9
- Cc1ccccc1CSCCC(=O)NCCC1=CCCCC1
    -0.7	-1	-11	1	-27	-1	-13	-2	-13	-6	0.1
- O=[N+]([O-])c1cccc(C(=S)N2CCN(c3ccccc3F)CC2)c1
    1.0	8	6	6	12	0	-19	3	-24	-5	0.2
- Cc1ccc(NC(=O)/C(=C\c2cccc([N+](=O)[O-])c2)NC(=O)c2cccs2)cc1
    0.9	5	-9	-1	-1	-5	-23	9	/	11	-0.2
- CCOC(=O)[C@H]1[C@H]2COc3ccccc3[C@@H]2N2C(=O)[C@@H](CO)NC(=O)[C@@]12C
    0.7	-2	-2	/	0	-1	9	-2	1	4	1.8
- C/C(CC1CC(C)(C)OC1=O)=N/Nc1nc(-c2ccccc2)cs1 (stereo not given)
    0.9	-14	1	5	2	-7	6	-5	25	-8	-0.8
- CC(=O)Nc1ccc(S(=O)(=O)N2CCN=C2SCc2ccc(F)cc2)cc1
    -3.6	-11	-1	-4	-3	0	-7	-2	7	-11	0.1
- CN(C)CCNC(=O)C(=O)Nc1ccc2c(c1)N(S(=O)(=O)c1cccs1)CCC2
    -0.6	-4	4	22	4	-6	16	-5	-22	-5	1.2
- CS(=O)(=O)N1CCCC(C(=O)NCCCN2CCc3ccccc3C2)C1 (stereo not given)
    3.7	3	-13	-3	8	-3	-14	9	4	2	-2.2

# Source: PubChem BioAssay
